# Source: PubChem
# iPSC survival up: enhancers of human iPSC single-cell survival; hiPSC single-cell survival, ATPlite luminescence; 100% = ROCK inhibitor wells, 0% = DMSO; survival enhancement, % at 20 µM; actives 0.044% (n = 360,000); AID 602274; in the data active = survival enhancement above about 18%;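 also: cells exposed to compounds for 16 hours before the ATP read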
# Exocytosis inh: blocks lytic granule exocytosis; TALL-104 LAMP-1 surface exposure, flow cytometry; cells stimulated with thapsigargin and PMA; inhibition, % at 10 µM; actives 0.66% (n = 360,000);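 active = inhibition above about 55%, limit read from the data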
# ABHD5 PLIN5 PPI: blocks binding of human ABHD5 to perilipin-5. Split G. princeps luciferase complementation, luminescence, 4 h. actives 0.78% (n = 360,000). inhibition, % at 4 µM;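 active = inhibition above the mean inhibition across every tested compound plus 3 SD, cut at about 22% in these data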;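 also: 0% = DMSO only wells and the 100% control is not disclosed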
# ABCB6 inh 2: inhibitors of human ABC transporter ABCB6; Q9NP58; K562-ABCB6 porphyrin accumulation, flow cytometry, 1 h; hits give low values; fluorescence ratio to DMSO, % at 10 µM; actives 0.19% (n = 360,000);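 active = fluorescence ratio to DMSO below 75%, the collection mean minus 3 SD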;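 also: signal is porphyrin accumulated inside mitochondria; 100% equals median channel fluorescence of DMSO control wells; lower ratio means ABCB6 inhibition with less porphyrin fluorescence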
# HTR2A ag: agonists of mouse serotonin 5-HT2A receptor (HTR2A); P35363; CHO-K1 mHTR2A beta-arrestin complementation, luminescence; percent of 30 µM serotonin response; activation, % at 7.6 µM; actives 0.66% (n = 360,000);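 active = activation above a run cutoff, the mean activation of all tested compounds plus 3 SD, cut at about 14% in these data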;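 also: 0% = plate median of compound wells and 100% = 30 µM serotonin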
# Target sequence (P35363 whole entry, looked up): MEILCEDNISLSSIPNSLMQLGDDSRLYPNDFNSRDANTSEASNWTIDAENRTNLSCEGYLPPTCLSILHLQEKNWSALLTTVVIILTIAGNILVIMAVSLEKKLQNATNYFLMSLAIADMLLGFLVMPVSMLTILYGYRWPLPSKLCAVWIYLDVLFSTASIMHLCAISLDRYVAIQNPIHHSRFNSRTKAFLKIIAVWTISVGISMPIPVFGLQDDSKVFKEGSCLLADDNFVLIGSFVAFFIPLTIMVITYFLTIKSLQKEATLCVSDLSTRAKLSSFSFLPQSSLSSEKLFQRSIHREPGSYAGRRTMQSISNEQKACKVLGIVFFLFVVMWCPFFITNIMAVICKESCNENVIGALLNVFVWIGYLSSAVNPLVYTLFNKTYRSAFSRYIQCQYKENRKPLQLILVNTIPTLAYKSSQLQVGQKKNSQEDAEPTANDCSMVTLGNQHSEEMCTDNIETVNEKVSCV
# MC4R ag barr: activates human MC4R beta-arrestin recruitment; activation, % at 8.9 µM; U2OS MC4R beta-arrestin complementation, luminescence; percent of melanotan II response, DMSO zero; P32245; actives 0.98% (n = 360,000);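 active = activation above a per-plate cutoff, the mean activation of sample wells on that plate plus 3 SD, cut at about 8% in these data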
# Target sequence (P32245 whole entry, looked up): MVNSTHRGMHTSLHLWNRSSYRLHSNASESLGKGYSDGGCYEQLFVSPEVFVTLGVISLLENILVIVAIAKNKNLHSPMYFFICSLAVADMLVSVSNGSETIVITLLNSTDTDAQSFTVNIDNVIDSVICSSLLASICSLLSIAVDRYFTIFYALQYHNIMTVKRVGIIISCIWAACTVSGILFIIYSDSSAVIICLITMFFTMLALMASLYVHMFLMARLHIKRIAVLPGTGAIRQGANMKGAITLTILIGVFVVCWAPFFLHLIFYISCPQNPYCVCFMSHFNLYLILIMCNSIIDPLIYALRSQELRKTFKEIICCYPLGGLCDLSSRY
# Glyco luc inh: N-linked glycosylation inhibition; D54 ERlucT glycosylation luciferase reporter, 24 h; percent of 100 nM tunicamycin response; reporter increase, % at 12.5 µM; actives 0.23% (n = 360,000); AID 588692;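 active = mean luciferase reporter signal, scaled so untreated is 0 and the glycosylation-blocking control 100, at or above a set limit in every replicate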;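 also: luciferase carries N-glycosylation sites so blocking glycosylation raises the light; 0% = median of neutral control wells and 100% = median of 100 nM tunicamycin wells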
# aDG glyco up: increases alpha dystroglycan glycosylation; activation, % at 10 µM; Pro5-aDG cells, alpha-DG glycosylation AlphaScreen (IIH6); 0% Pro5, 100% B10-LARGE cell signal; actives 0.22% (n = 360,000);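 active = activation of at least 8% versus controls, or a plate z-score of at least 8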;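 also: Pro5 are CHO cells carrying HIG-tagged alpha-DG that lacks glycosylation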
# MC4R antag cAMP: human MC4R antagonism in cAMP assay | inhibition, % at 6.5 µM | MC4R-expressing cells, MTII-stimulated cAMP, LANCE TR-FRET | actives 0.48% (n = 360,000) | P32245;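 active = inhibition above its plate's cutoff, the mean of tested wells on that plate plus 3 SD, cut at about 29% in these data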;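 also: 0% = Melanotan II alone and 100% = Melanotan II plus saturating MCL0020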
#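 Test system: U2OS cells stably expressing human melanocortin 4 receptor (MC4R); also added: Melanotan II challenge; compound: 6.5 µM single dose; timing: 30-min compound preincubation, 1-h Melanotan II challenge, 1-h detection, room temperature; signal: Eu-cAMP/anti-cAMP TR-FRET, emission 671 nm; repeats: one well per compound, no replicates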
# H9c2 protect: myocardial damage modulation in H9c2 cells | H9c2 cardiomyocytes, H2O2 injury protection, ATPLite, 2 h | protection from H2O2 cell death, % at 20 µM | actives 0.63% (n = 360,000);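 active = compounds giving at least 50% protection of heart cells from peroxide-induced death in the single-dose screen, raw or plate-pattern-corrected value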;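 also: 0% = DMSO wells with peroxide and 100% = DMSO wells without peroxide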
# The depositor's hits bear a star; . = not tested or not shown.
# The line under a structure holds: iPSC survival up	Exocytosis inh	ABHD5 PLIN5 PPI	ABCB6 inh 2	HTR2A ag	MC4R ag barr	Glyco luc inh	aDG glyco up	MC4R antag cAMP	H9c2 protect
O=[N+]([O-])c1ccc2[nH]c(O)c(N=NC(=S)NCC3CCCO3)c2c1 (stereo unspecified)
    3.6	0.7	-2.8	88.0	-2.4	1.3	-0.8	-0.3	-8.7	2.5
CSCCC(NS(=O)(=O)c1ccc(C)cc1)C(=O)NCC(C)(C)N1CCOCC1 (stereo unspecified)
    1.3	11.2	3.8	91.0	6.7	-4.0	4.7	0.2	2.2	3.7
CCN(CC)C(=O)CSc1ncnc2sc(C)c(C)c12
    0.1	-0.9	2.7	93.0	0.3	-3.5	-3.0	0.0	-3.5	-5.0
CCCCCCN1C[C@@H](O)[C@H](n2cc(-c3ccc(F)cc3)nn2)C[C@@H]1c1ccc(C)cc1
    -2.7	0.2	-3.1	99.0	-2.0	3.2	-3.5	0.3	2.3	-30.4
Cc1cc(OCc2cc(C(=O)N(C)Cc3nonc3C)no2)cc(C)c1Cl
    0.1	-4.0	-3.6	103.0	-2.2	-0.1	-1.1	0.5	-4.1	-6.7
CCCCNC(=O)C1CC(=O)N(CCc2ccc(C)cc2)C1 (stereo unspecified)
    1.0	7.4	-1.6	97.0	6.0	-1.0	1.2	-0.1	-4.0	1.0
CC1(C)C2CCC1(CS(=O)(=O)N1CCN(c3ccccc3F)CC1)C(=O)C2 (stereo unspecified)
    -0.5	0.7	-1.1	103.0	-1.4	1.1	-1.3	0.0	25.6	3.6
CC(CCc1ccccc1)NC(=O)COC(=O)C12CC3CC(CC(Br)(C3)C1)C2 (stereo unspecified)
    3.3	7.7	-8.9	101.0	-1.5	3.7	0.8	0.1	2.6	4.7
CC(/C=N/NC(=O)Cc1cccs1)=C\c1ccccc1
    0.3	-1.0	-2.4	98.0	-3.6	2.5	-0.7	0.7	10.8	-1.6
Cc1cc(C)n(CCC(=O)N/N=C/c2cccc([N+](=O)[O-])c2)n1
    -0.6	1.9	-6.8	100.0	3.0	0.8	2.4	0.0	-9.4	3.7
COc1cccc(/C=C2/CN(C)CC3=C2OC(N)=C(C#N)C3c2cccc(OC)c2)c1 (stereo unspecified)
    2.2	5.4	6.3	118.0	-4.3	0.7	-5.4	0.1	10.3	-0.8
COCc1cc(C)nc(NC2CCCCC2)c1C#N
    -0.2	-1.6	-1.7	89.0	-3.0	-1.3	-0.5	1.9	-12.5	-9.1
O=C1CN=C(Nc2ccccc2Cl)N1c1ccccc1
    1.2	-7.2	6.6	106.0	0.0	0.7	1.8	-0.1	8.3	-0.2
CCOc1ccc(N(C(C)C(=O)N2CCOCC2)S(C)(=O)=O)cc1 (stereo unspecified)
    0.0	-1.7	-7.2	96.0	-2.0	0.3	1.0	0.1	0.8	3.5
Cc1ccc(NC(=O)c2ccc(Nc3ccccc3F)nc2)cc1
    -0.3	0.8	-1.7	102.0	-1.1	-1.5	2.6	-0.1	3.9	-6.8
COc1cc(Br)cc(C2C3=C(CCCC3=O)N(c3ccc(F)cc3)C3=C2C(=O)CCC3)c1O
    1.7	-2.8	3.2	99.0	0.3	-0.9	-3.5	1.0	14.5	6.5
Cc1ccc(NC(=O)CSc2nnc(-c3cc(C)[nH]n3)n2N)c(C)c1
    -0.5	3.1	2.9	100.0	8.9	-2.5	1.8	-0.2	3.6	0.3
COc1ccc(NC(=O)C2(C)CCN2CC2CCCCC2)cc1OC (stereo unspecified)
    3.7	-8.0	1.2	97.0	-3.4	0.7	-0.1	0.1	-8.0	4.6
C=CCn1c(=O)c2ccc(C(=O)NCc3ccccc3)cc2n(Cc2ccc(C)cc2)c1=O
    0.2	5.5	-13.7	88.0	-4.8	0.0	0.3	-0.1	25.9	-13.1
Cc1cccc(N2CCN(C(=O)C(Cc3ccccc3)n3cccc3)CC2)c1C (stereo unspecified)
    0.1	-2.4	-6.8	97.0	-3.2	2.6	1.0	0.0	11.9	-17.3

# Part of the list above in order of SMILES length, falling:
# The line under a structure holds: iPSC survival up	Exocytosis inh	ABHD5 PLIN5 PPI	ABCB6 inh 2	HTR2A ag	MC4R ag barr	Glyco luc inh	aDG glyco up	MC4R antag cAMP	H9c2 protect
COc1cc(Br)cc(C2C3=C(CCCC3=O)N(c3ccc(F)cc3)C3=C2C(=O)CCC3)c1O
    1.7	-2.8	3.2	99.0	0.3	-0.9	-3.5	1.0	14.5	6.5
Cc1ccc(NC(=O)CSc2nnc(-c3cc(C)[nH]n3)n2N)c(C)c1
    -0.5	3.1	2.9	100.0	8.9	-2.5	1.8	-0.2	3.6	0.3
CCN(CC)C(=O)CSc1ncnc2sc(C)c(C)c12
    0.1	-0.9	2.7	93.0	0.3	-3.5	-3.0	0.0	-3.5	-5.0

# New compounds follow
# The line under a structure holds: iPSC survival up	Exocytosis inh	ABHD5 PLIN5 PPI	ABCB6 inh 2	HTR2A ag	MC4R ag barr	Glyco luc inh	aDG glyco up	MC4R antag cAMP	H9c2 protect
Cc1cc(C)n2nc(C(=O)N3CCCC(N4CCN(c5ccccc5C)CC4)C3)cc2n1 (stereo unspecified)
    -0.4	-12.6	0.4	97.0	-4.4	-3.6	-3.3	0.5	12.9	-1.9
O=S(=O)(CC(O)COc1ccc(Br)cc1)c1ccccc1 (stereo unspecified)
    -0.4	-23.4	-7.7	99.0	2.8	0.7	1.5	0.2	-1.1	0.1
Cc1[nH]c2ccc(F)cc2c1CCN(Cc1ccncc1)C(=S)Nc1ccc(F)cc1
    -1.0	5.5	1.1	101.0	5.5	-0.7	-2.1	-0.2	21.1	3.0
CCN1C(=O)[C@H]2[C@@H](c3ccc(-c4ccc(F)cc4)c(OC)c3)N[C@@](Cc3ccccc3)(C(=O)OC)[C@H]2C1=O
    -2.3	-3.4	-4.7	104.0	3.1	0.4	-1.6	0.5	10.5	12.5
O=C(COC(=O)CCNS(=O)(=O)c1cccs1)Nc1cc(C(F)(F)F)ccc1Cl
    2.1	5.4	-8.0	105.0	-7.0	1.1	-0.1	0.0	10.3	0.7
COc1ccc(NC(=O)C[C@H]2C(=O)N(c3ccc(Br)cc3)C[C@@H]2C)cc1
    -1.2	-8.9	0.9	99.0	3.1	0.1	0.1	0.3	12.8	-16.0
CCC(C)(CC(=O)N(C)CCC#N)c1ccccc1 (stereo unspecified)
    -2.3	-3.7	2.9	102.0	3.8	0.2	-0.4	-0.2	5.4	4.1
COc1ccc(NC(=O)C(=O)N/N=C/c2cccnc2)c(OC)c1
    1.6	1.1	0.8	99.0	2.0	-0.3	-0.3	0.6	1.8	31.3
CCCCN1C2=NCCCN2c2cc(C)c(C)cc21
    2.8	-2.0	-0.1	94.0	4.6	0.0	2.8	1.5	5.0	-36.2
COc1cc(C(=O)NCCNC(=O)c2cc(OC)c(C)c(OC)c2)cc(OC)c1C
    -0.1	-0.5	-2.4	106.0	1.5	1.8	-0.7	-0.2	23.6	-1.3
Cc1[nH]c2ccccc2c1C(=O)CSc1ccc(F)cc1
    4.6	-2.5	-4.5	99.0	-5.2	5.8	0.6	0.0	-9.7	-4.1
COc1ccc(Cl)cc1-c1nc(SCC(=O)NC2CCS(=O)(=O)C2)n[nH]1 (stereo unspecified)
    -0.4	3.9	-2.5	95.0	2.5	0.1	-2.1	0.2	9.0	4.1
CC1=C(c2ccccc2)SC2=NCCN21
    -0.3	2.7	6.4	101.0	-9.6	-2.1	-6.7	0.3	-6.8	1.2
NC(=S)N/N=C/c1coc2ccc(Br)cc2c1=O
    -0.2	-3.4	0.6	99.0	6.9	0.4	-6.0	0.0	11.6	-4.4
CCOc1ccccc1OCCCNCc1ccccc1
    0.3	19.4	-2.1	108.0	5.2	-0.3	-0.4	0.2	-5.9	-1.3
Cc1ccc2cc(C#N)c(N3CCN(C(=O)c4ccccc4)CC3)nc2c1
    0.4	5.7	-6.2	100.0	4.4	-2.6	1.0	0.1	2.6	9.9
Cc1cccc(C)c1NC(=O)Cn1c(=O)n(CCCC(=O)NCc2ccco2)c(=O)c2sccc21
    -1.2	-3.1	0.5	103.0	-2.1	-1.7	1.2	0.0	2.4	-1.4
Cc1ccc(N(C(=O)c2csnn2)C(C(=O)NC2CCCC2)c2ccccn2)c(C)c1 (stereo unspecified)
    -0.4	3.6	5.6	92.0	0.9	-0.7	0.8	-0.1	9.0	6.5
Cc1ccccc1S(=O)(=O)N(C)C[C@@H]1OCc2ccccc2-c2c(n(C)c3ccccc23)C(=O)N([C@H](C)CO)C[C@@H]1C
    -0.5	-2.9	11.6	106.0	56.3*	3.0	-2.9	0.5	-1.8	-16.6
O=C1CCCc2c1ccc1ccccc21
    2.7	-12.5	4.3	98.0	-2.4	-0.9	0.0	-0.3	-1.3	-3.0
O=C(Nc1cccc(NC(=O)c2cccnc2Cl)c1)c1ccco1
    7.1	-0.6	-3.9	102.0	-0.1	0.3	-1.2	-0.5	3.7	-0.1
CC1(c2nc3ccccc3[nH]2)CCC(=O)N1Cc1cccs1 (stereo unspecified)
    -0.9	-1.5	5.2	101.0	-2.7	.	0.5	-0.2	.	2.8
O=C(NCc1ccccn1)Nc1ccc(Br)cc1
    -0.5	-2.3	-5.9	99.0	6.0	-2.8	0.1	0.2	5.7	3.0
COc1ccc(OCC(=O)OC(C)CN2CCOCC2)cc1 (stereo unspecified)
    2.2	-0.8	3.1	92.0	-4.0	-2.0	1.8	0.2	8.4	1.5
CCOC(=O)Cn1c(C(=O)OCC)cc2sccc21
    -1.6	1.0	2.7	101.0	-2.0	0.6	-0.8	0.0	8.0	-1.9
Cc1cccc(NC(=S)N/N=C/c2cccc([N+](=O)[O-])c2)c1
    -0.1	-3.1	-4.6	88.0	-5.5	-1.6	2.3	0.5	-6.0	6.3
CCOC(=O)c1c(C)[nH]c(C)c1S(=O)(=O)NCCc1ccco1
    0.0	-8.1	0.5	97.0	-8.4	-1.4	4.1	-0.2	4.6	-2.0
Cc1cc(C)cc(NC(=O)Cn2nnc(C(=O)NCc3cccs3)c2N)c1
    1.3	-0.9	-2.7	100.0	-1.4	4.3	-0.5	0.5	9.5	-3.4

# Some of these compounds in order of their number in aDG glyco up, highest first:
structure	Exocytosis inh	ABHD5 PLIN5 PPI	ABCB6 inh 2	HTR2A ag	MC4R ag barr	Glyco luc inh	aDG glyco up	MC4R antag cAMP
Cc1cc(C)cc(NC(=O)Cn2nnc(C(=O)NCc3cccs3)c2N)c1	-0.9	-2.7	100.0	-1.4	4.3	-0.5	0.5	9.5
COc1ccc(OCC(=O)OC(C)CN2CCOCC2)cc1 (stereo unspecified)	-0.8	3.1	92.0	-4.0	-2.0	1.8	0.2	8.4
CC1(c2nc3ccccc3[nH]2)CCC(=O)N1Cc1cccs1 (stereo unspecified)	-1.5	5.2	101.0	-2.7	.	0.5	-0.2	.

# Quoted from the listing.
# HTR2A ag with CCOC(=O)c1c(C)[nH]c(C)c1S(=O)(=O)NCCc1ccco1 stands at -8.4
# Glyco luc inh with O=C(NCc1ccccn1)Nc1ccc(Br)cc1 stands at 0.1
# HTR2A ag with Cc1cccc(NC(=S)N/N=C/c2cccc([N+](=O)[O-])c2)c1 stands at -5.5
